Compound activity as filed in PubChem BioAssay.
CXXC DNA block: qHTS Fluorescence Polarization Assay for Inhibitors of MLL CXXC domain - DNA interaction. Histone-lysine N-methyltransferase 2A (Homo sapiens), Q03164. MLL-CXXC / FITC-HOXA9 DNA fluorescence polarization. Potency, µM (highest dose often 115 µM), for inactives: top-dose activity change, negative = inhibition, actives largely listed as inhibitors. hit rate 0.037% among 290,000; active = well fitted inhibition curve with a large enough effect in the polarisation, with a control signal flat, not every such curve was filed as active; inconclusive = small, poorly fitted or top-dose-only effect, or effect the other way, or a change in a side signal; inactive = no such curve, though single readings can be large or run the other way; the % refers to the polarisation; note: potency is the fitted concentration of half-maximal effect
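Fluorescence polarization: 7 uM MLL-CXXC (stock) preincubated 5 min with compounds, then 50 nM fluorescein-HOX-A9 DNA (stock) added; 30 min ambient. Buffer 50 mM Tris-HCl pH 7.5, 50 mM NaCl, 1 mM DTT, 0.05% BSA.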
AT treatment: qHTS Assay for Identifying a Potential Treatment of Ataxia-Telangiectasia. […] A-T fibroblasts, KAP-1 phosphorylation AlphaLISA; neocarzinostatin DNA damage 30 min before lysis. Potency, µM (highest dose often 57.5 µM), for the others: at the highest dose activation, actives largely listed as activators. hit rate 0.19% among 320,000. AID 485349, 2010; note: potency is the fitted concentration of half-maximal effect; % of control where 0% means no effect; nearly all actives have a fitted effect of over 45% in size
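ATM-like activity read as KAP-1 phosphorylation via AlphaLISA donor/acceptor antibody pairs after lysis and 6 hr at 25C. Cells were ATM-null patient fibroblasts ([…], hTERT), dosed 60 min, then exposed to the DSB inducer NCS for 30 min.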
B2AR arrestin: qHTS assay of beta-arrestin-biased ligands of beta2-adrenergic receptor. Beta-2 adrenergic receptor (Homo sapiens), P07550. beta-arrestin recruitment to beta2AR, cell-based reporter. Potency, µM (series often up to 46.1 µM), for the others: at the top dose activation, usual class: activators. hit rate 0.02% among 330,000;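 note: potency is the fitted concentration of half-maximal effect; 0% = DMSO controls and full agonism = EC100 isoproterenol or metaproterenol; nearly all actives have a fitted effect of over 65% in size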
ELG1 DNA repair: qHTS screen for small molecules that inhibit ELG1-dependent DNA repair in human embryonic kidney (HEK293T) cells expressing luciferase-tagged ELG1; HEK293T ELG1-luciferase reporter, luminescence, 16 h; DNA damage induced by 5-fluorouridine; Potency, µM (top dose mostly 46.1 µM), for inactives: at the top dose activity change, negative = inhibition, usual class: inhibitors; hit rate 2.3% among 330,000; AID 504467, 2011; note: potency is the fitted concentration of half-maximal effect; % is set by controls: 0 for no effect and ±100 for the full control effect; nearly all actives have a fitted effect of over 55% in size
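Reporter activity after DNA damage by 5-fluorouridine is monitored. Compound-treated cells incubate 16 hr at 37 °C, then ONE-Glo is added for 30 min before luminescence reading.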
p53 reactivation: qHTS assay for re-activators of p53 using a Luc reporter; H1299 p53-A138V BP100-luciferase reporter, luminescence, 24 h; Potency, µM (highest dose often 92.2 µM), for inactives: top-dose activity change, positive = activation, actives largely listed as activators; hit rate 0.063% among 320,000; AID 504706, 2011; note: potency is the fitted concentration of half-maximal effect; % of control where 0% means no effect; nearly all actives have a fitted effect of over 45% in size
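p53-null H1299 cells stably carrying temperature-sensitive p53-A138V and a BP100-luciferase reporter were pinned with compounds (4-point, 1:5 series) and held 24 hrs at 37 deg C. Luminescence was read 10 min after detection reagent.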
TRPV1 ag: HTS Assay for Compounds that Act as Agonists of the Vanilloid Receptor 1. Transient receptor potential cation channel subfamily V member 1 (Homo sapiens), Q8NER1. TRPV1-expressing cells, Fluo-8 calcium influx, agonist mode. activation, % at 8.33 µM. hit rate 0.19% among 320,000. AID 540275, 2011; in the data active = activation above about 80%; inconclusive = between about 30% and that limit; note: 0% is about no effect
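Cells expressing TRPV1 were dye-loaded with Fluo-8 and read kinetically: 10 s baseline, 3 min after compound (agonist portion), then 2 min after EC20 capsaicin (allosteric enhancer portion). Calcium-bound dye fluorescence at 480/520 nm.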
PTAP TSG101 blk: qHTS Assay for Iinhibitors of HIV-1 Budding by Blocking the Interaction of PTAP/TSG101. Tumor susceptibility gene 101 protein (Homo sapiens), Q99816. Fluorescence polarization, FITC-PTAP peptide / Tsg101 binding. Potency, µM (highest dose often 115 µM), inactives show at the highest dose activity change, negative = inhibition, usual class: inhibitors. 340,000 tested, under 10 active. AID 493005, 2010; active = well fitted inhibition curve with a large enough effect in the main read-out, with a control signal flat, not every such curve was filed as active; inconclusive = small, poorly fitted or top-dose-only effect, or effect the other way, or a change in a side signal; inactive = no such curve, though single readings can be large or run the other way; note: potency is the fitted concentration of half-maximal effect; % of control where 0% means no effect
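Tsg101 binding domain (10 uM final) was mixed with compound and a FITC-labeled PTAP peptide (50 nM final) in HEPES pH 7.5 buffer with NaCl, Tween 20, EDTA and TCEP; fluorescence polarization was read after 20 min at r.t.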
a7 integrin act: qHTS for Activators of Integrin-Mediated Alleviation for Muscular Dystrophy. alpha7betagal myoblasts, beta-gal FDG fluorescence, 48 h. Potency, µM (series often up to 38.3 µM), without a hit: at the highest dose activation, actives largely listed as activators. hit rate 0.064% among 350,000;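 note: potency is the fitted concentration of half-maximal effect; 100% = response of the positive control SU9516; nearly all actives have a fitted effect of over 60% in size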
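Alpha7betagal+/- myoblasts (passage 13) were plated 16-24 hr, then exposed to compounds (1:260 dilution of DMSO stock) for 48 hours at 37C. After MPER lysis, β-galactosidase reporter activity was read as FDG fluorescence (ex 480/em 540) after 30 minutes.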
TCR activator: Activators of T cell receptors: qHTS campaign | primary human leukocytes, anti-CD3, IL-2 HTRF, 48 h | Potency, µM (series often up to 9.22 µM), without a hit: top-dose activation of IL-2 secretion, hits mostly activators | 330,000 tested, under 10 active; note: % of control where 0% means no effect
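Readout: HTRF IL-2, Eu-cryptate/d2 antibody pair, 320nm excitation, 665nm emission. Stimulus: a-CD3 beads, no co-stimulation. Cells: primary human leukocytes. Exposure: 48 hr with compound.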
BRCA1 expr act: qHTS Assay to Identify Small Molecule Activators of BRCA1 Expression; MCF7-BRCA1-FFLuc reporter, luminescence, 48 h; response scale: scaled: vehicle 0%, 10 µM genistein 100%; Potency, µM (highest dose often 46.1 µM), inactives show at the highest dose activation, hits mostly activators; hit rate 1.1% among 380,000; note: potency is the fitted concentration of half-maximal effect; nearly all actives have a fitted effect of over 80% in size; some results filed as inactive show a strong effect at the top dose
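Luminescence from a BRCA1-driven firefly luciferase in MCF7 cells was read after 48 h compound exposure at 37 C. Data normalized against DMSO and a 10microM genistein activation control, then curve-fitted across the titration.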
* marks the source's active call; other numbers are inactive results; ? = inconclusive; . = not tested or not shown; & = joins results of further samples; [ ] = remark or other dose. Unless noted, calls come from the whole dose curve; as a rule, active = well fitted curve in the direction sought with a large enough effect; inconclusive = small, poorly fitted or top-dose-only effect, or another doubt; inactive = no such curve, though single readings can be large; an effect the other way counts as inactive or inconclusive.

SMILES	CXXC DNA block	AT treatment	B2AR arrestin	ELG1 DNA repair	p53 reactivation	TRPV1 ag	PTAP TSG101 blk	a7 integrin act	TCR activator	BRCA1 expr act
O=C(N=C1SC2CS(=O)(=O)CC2N1c1ccc(F)cc1)C1CCCCC1 (stereo unspecified)	-5%	2%	0.0%	1%	4%	-2	-4%	-4%	-5%	-6%
Cc1ccnc(NS(=O)(=O)c2ccc(NS(=O)(=O)Cc3ccccc3)cc2)n1	-21%	8%	-0.7%	3%	0%	0	0%	6%	5%	-4%
CC1(C)CC2CC(C)(CN2S(=O)(=O)c2cccc(C(N)=O)c2)C1 (stereo unspecified)	.	4%	-3.8%	0%	-10%	5	-2%	-6%	-7%	8%
Cn1nc(C(=O)Nc2ccc(S(=O)(=O)N3CCOCC3)cc2)c2ccccc2c1=O	-14%	3%	-0.5%	?	1%	1	1%	-9%	0%	-31%
O=S(=O)(c1ccc(NC(=S)NCc2ccco2)cc1)N1CCCC1	1%	1%	3.3%	0%	-7%	4	2%	-4%	-4%[46.1 µM]	-3%
O=C(CN1CCCC1)Nc1c2c(nc3ccccc13)N(Cc1ccccc1)CC2	-6%	5%	0.4%	-2%	-5%	2	-3%	-23%	-6%	-39%
CC(C)C1=CC2=CCC3C(C)(C(=O)O)CCCC3(C)C2CC1 (stereo unspecified) (tested in a mixture with another compound)	6%	8%	3.3%	-4%	.	15	.	.	.	.
COC(=O)c1nn(-c2ccc(F)cc2)ccc1=O	5%	4%	-1.3%	12%	-1%	.	0%	10%	7%	-2%
C[C@]12C(=O)N(c3ccc(Cl)cc3)C(=O)N1[C@H]1c3ccccc3OC[C@@H]1[C@H]2c1ccccc1	14%	-4%	-0.5%	12%	.	17	0%	5%	8%	-22%
COCCOC(=O)C1=C(C)Nc2nc(C)nn2C1c1ccc(F)cc1 (stereo unspecified)	0%	9%	0.9%	12%	7%	3	-3%&-6%	0%&3%	-1%&-10%	-19%&0%
CCCCn1c(SCC(=O)N2c3ccccc3Sc3ccccc32)nc2c1c(=O)n(C)c(=O)n2C	5%	22%	-0.7%	?	-13%	4	1%	-23%	6%[46.1 µM]	-76%[inhibitor]
Cc1ccc(C2/C(=C(\O)c3c(C)nc4ccccn34)C(=O)C(=O)N2CCN(C)C)o1 (stereo unspecified)	-3%	-4%	-0.9%	-18%	0%	2	0%	-25%	-16%	-16%

Four records picked at random from the list so far, as already listed:
SMILES	CXXC DNA block	AT treatment	B2AR arrestin	ELG1 DNA repair	p53 reactivation	TRPV1 ag	PTAP TSG101 blk	a7 integrin act	TCR activator	BRCA1 expr act
CC1(C)CC2CC(C)(CN2S(=O)(=O)c2cccc(C(N)=O)c2)C1 (stereo unspecified)	.	4%	-3.8%	0%	-10%	5	-2%	-6%	-7%	8%
Cc1ccc(C2/C(=C(\O)c3c(C)nc4ccccn34)C(=O)C(=O)N2CCN(C)C)o1 (stereo unspecified)	-3%	-4%	-0.9%	-18%	0%	2	0%	-25%	-16%	-16%
Cc1ccnc(NS(=O)(=O)c2ccc(NS(=O)(=O)Cc3ccccc3)cc2)n1	-21%	8%	-0.7%	3%	0%	0	0%	6%	5%	-4%
CCCCn1c(SCC(=O)N2c3ccccc3Sc3ccccc32)nc2c1c(=O)n(C)c(=O)n2C	5%	22%	-0.7%	?	-13%	4	1%	-23%	6%[46.1 µM]	-76%[inhibitor]

Next part
SMILES	CXXC DNA block	AT treatment	B2AR arrestin	ELG1 DNA repair	p53 reactivation	TRPV1 ag	PTAP TSG101 blk	a7 integrin act	TCR activator	BRCA1 expr act
Clc1cncc(Cl)c1N/N=C/c1ccccc1	-3%	7%	0.0%	22%	1%	?	-1%	8%	5%	4%
CC1(C)Cc2c(cnn2-c2cccc(F)c2)C(NC(=O)CSc2ccncc2)C1 (stereo unspecified)	-6%	0%	-0.9%	?	-6%	?	1%	-14%	4%	-25%
Cc1[nH]c(C)c(S(=O)(=O)N2CCN(c3cccc(Cl)c3)CC2)c1C(=O)N1CCCC1	0%	5%	-0.4%	0%	-2%	-1	0%	16%	-2%	-13%
COC(=O)c1cc(NC(=S)N2CCN(C(=O)C3CCCO3)CC2)cc(C(=O)OC)c1 (stereo unspecified)	12%	-1%	-0.2%	2%	-2%	-2	-4%	-19%	-4%	-13%
COc1cccc(C2=CC(=O)C(C(C)(C)C)N2C(C)(C)C)c1 (stereo unspecified)	.	.	.	.	.	.	-1%	7%	0%	0%
O=C(Oc1ccccc1)c1c(Cl)cccc1P(=O)(O)O	2%	4%	-0.2%	22%	5%	1	1%	12%	4%	0%
Cn1c(=O)[nH]c(=O)c2c1nc(N1CCCCCC1)n2CCCSc1nnnn1-c1ccccc1	1%	-1%	-0.1%	?	-22%	-1	.	.	-1%[46.1 µM]	.
Cc1ccc(S(=O)(=O)N2CCN(C(=O)CSc3nncs3)CC2)cc1	-7%	?	0.2%	0%	-3%	-2	-10%	-16%	-1%	0%
CC(=O)Nc1ccc(N=Cc2c(O)ccc3ccccc23)cc1	?	-2%	-0.3%	-6%	-14%	-1	?	18%	10%	0%
Nc1nc(NCc2ccco2)nc(Nc2ccc(F)cc2)c1[N+](=O)[O-]	-12%	-11%	-0.6%	-4%	-3%	-4	-3%	-5%	0%	5%
O=C(OCC(=O)N1CCN(S(=O)(=O)c2ccccc2)CC1)c1ccc([N+](=O)[O-])o1	-4%	15%	0.1%	-3%	1%	-3	-9%	-10%	.	1%
CCc1ccccc1NNC(=O)CCc1ccccc1	2%	0%	-0.4%	-3%	-5%	1	-4%	19%	-2%	-14%
Cc1ccc(NC(=O)c2nnn(-c3cccc(C(F)(F)F)c3)c2N)cc1	6%	5%	-0.1%	12%	9%	-1	-4%	1%	-11%	23%
O=C(NC(Cc1ccccc1)C(=O)O)/C(=C/c1ccco1)NC(=O)c1cccc(Br)c1 (stereo unspecified)	8%	-2%	-1.3%	21%	-1%	-5	-5%	5%	1%	12%
CC(C)C(=O)N1CCN(c2ccc(NC(=S)NC(=O)c3cc4ccccc4o3)cc2)CC1	-8%	1%	0.3%	?	10%	-4	-1%	-15%	0%	-25%
O=C(Nc1cccnc1)c1ccccc1-c1ccccc1	-13%	5%	-0.6%	6%	0%	4	-1%	42%	-4%	5%
CCOC(=O)CSc1nnc(NCC(=O)OC(C)C)c(=O)[nH]1	-4%	6%	-0.3%	2%	-11%	-13	-7%	-13%	-1%	7%
Cc1c(NC(=O)c2ccccc2NC(=O)c2ccccc2)cccc1C(=O)O	14%	-1%	0.0%	5%	17%	0	-2%	1%	.	12%
CCN(CC)C(=O)COC(=O)c1cc(-c2ccco2)nc2ccccc12	-17%	5%	0.0%	4%	?	2	-6%	-1%	0%	-7%
O=C(COc1ccccc1Cl)Nc1ccc(C(=O)O)cc1NC(=O)COc1ccccc1Cl	14%	-2%	0.3%	?	-7%	5	-2%	21%	-6%	-20%
CC(C)CC(=O)N1CCN(S(=O)(=O)c2ccc(F)cc2)CC1	0%	-8%	-0.3%	26%	-3%	?	-1%	15%	-16%	4%
Cc1nnc(Sc2cc(C(=O)NCc3ccco3)c3ccccc3n2)s1	8%	-10%	-0.2%	?	0%	16	-4%	-25%	2%	-47%
COc1ccc(N2CCN(C(=O)CCCCn3c(=O)[nH]c4ccsc4c3=O)CC2)cc1	3%	-1%	-1.0%	-12%	-3%	1	1%	25%	0%	1%&3%
CC(C)(C)c1ccccc1OCC(=O)Nc1ncn[nH]1	-5%	.	-3.1%	3%	-6%	17	-8%	1%	5%	-11%
